Source: PubChem BioAssay (several laboratories)
Autophagy mod: autophagy modulators in MEF cells, primary screen, imaging, high-content, MEF GFP-LC3. MEF GFP-LC3 puncta imaging; test concentration mostly 10 µM. calls only at 10 µM (by protocol). 0.98% of 190,000 active. AID 463193, 2010;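 active = percentage of spot-positive cells more than 3 SD above its plate mean, without a fluorescence outlier flag or 80% toxicity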;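 also: spot-positive cell cutoff set from DMSO-treated cells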
XIAP antagonists: XIAP antagonists, biochemical, IAP family, fluorescence polarization (AID 1018); E3 ubiquitin-protein ligase XIAP (Homo sapiens); XIAP BIR domain, fluorescence polarization peptide displacement; higher % means a stronger effect; displacement, % at 20 µM, or IC50 in µM where a hit was titrated; 0.007% of 200,000 active; in the data active = displacement above about 50%; also: a part of the inactive calls stands beside numbers as strong as those of hits
Lipid droplet: inhibitors of hepatocyte lipid droplet formation, primary screen, imaging, high-throughput imaging, BODIPY stain; 0.4% of 240,000 active; AID 1656, 2009; AML12 mouse hepatocytes, oleate lipid droplets; inhibition, % at 6.5 µM;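 active = lipid droplet intensity inhibited by at least 50%, with more than 500 cells counted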
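Material – AML12 mouse liver cells · Also added – oleate loading, 100 µM · Compound dosing – 6.5 µM single-point dosing · Times – overnight treatment with compound plus oleate · Measured by – fluorescence imaging, 20x objective, two fields per well · Read-out – percent inhibition of filter-corrected integrated lipid droplet intensity per well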
Ins promoter up: insulin promoter activators in MIN6 cells, imaging, high-content screening, mouse beta cells; MIN6 insulin promoter-GFP reporter; active compounds read high; z-score at 5 µM; 0.3% of 190,000 active;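 active = z-score above 3 at 5 µM with at least 500 cells counted in the well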
Dynein cargo inh: inhibitors of GR-EGFP nuclear translocation, primary screen, dynein cargo transport inhibitor project, imaging, high-content, 3617.4 mouse cells | test concentration mostly 20 µM; stimulated with dexamethasone, 1 µM; active compounds read low | z-score, hits read low | 0.47% of 220,000 active | AID 1381, 2008;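 active = plate z-score of nuclear minus cytoplasmic receptor signal below a set negative limit, without overly bright fluorescence or cell loss, cut at about -3.5 in these data, passing the limit was not always enough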;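 also: z-score of nuclear minus cytoplasmic ring GR-EGFP intensity difference per well; some compounds called inactive have numbers as strong as hits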
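Buffer or medium: tetracycline-free induction medium containing charcoal-stripped FBS / Reagent: dexamethasone agonist, 1.0 µM final, for 30 min / Technique: automated 10x imaging of fixed Hoechst-stained cells / Times: induction 48 h, compound 1 h, agonist 30 min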
CSM14.1 death rescue: rescue of cells from ER stress-induced death, primary screen, 384-well, CSM14.1, thapsigargin, ATP luminescence (AID 1222). CSM14.1 thapsigargin-induced death rescue, ATP luminescence; higher % means a stronger effect. cellular ATP content (survival), % at 20 µM, or EC50 in µM where a hit was titrated. 190,000 tested, under 10 active;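 active = EC50 below 50 µM in the dose-response confirmation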;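 also: death triggered by thapsigargin at about 15 µM added after 2 h compound pretreatment; cell ATP read after overnight thapsigargin exposure of roughly 18 to 22 hours; normalized against plate controls of thapsigargin alone and 5% DMSO vehicle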
MT stabilizer: microtubule stabilizers in HeLa cells, primary screen, imaging, high-content imaging | 0.83% of 200,000 active | HeLa tubulin immunostaining HCS, 24 h; share of cells brighter than vehicle mean+2SD | AID 2205, 2009 | % tubulin-high responders, % at 10 µM;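 active = plate Z-score above 3 for both tubulin-high and condensed-nucleus cell shares, with cell loss under 80%, at 10 µM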;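 also: anti alpha tubulin signal scored within the nucleus-defined area of each cell; some results filed as inactive read as strong as hits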
bCat nuc transl: modulators of beta-catenin nuclear translocation, primary screen, imaging, HeLa cells, immunofluorescence, high-content; nuclear translocation activity, % at 5 µM; 0.3% of 190,000 active; AID 1665, 2009;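 active = nuclear translocation activity above 50% at 5 µM, with a well cell count of 50 or more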;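 also: per-cell ratio of nuclear to cytoplasmic median beta-catenin stain intensity; plate controls were DMSO negative control for no effect and GSK-3 inhibitor IX positive control for full effect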
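assay system = human HeLa cells, endogenous beta-catenin | times = compound treatment 24 h, 37°C, 5% CO2 | detection = Anti-beta-catenin immunofluorescence on PFA-fixed, Triton-permeabilized cells, DAPI nuclei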
WT yeast gro inh: growth inhibition of WT strain, primary screen, mitochondrial fusion inhibitor project, WT and mutant strains, chemical genetic; mitochondrial fusion phenotypic screen; inhibition, % at 10 µM; 2.1% of 190,000 active; AID 1362, 2008; in the data active = inhibition above about 58%; tested in S. cerevisiae
WT yeast gro inh mutant strain: second read-out of WT yeast gro inh, no call of its own (marks repeat the call); inhibition, %; mitochondrial fusion phenotypic screen, mutant strain inhibition
Dynein cargo inh cytoplasmic EGFP: recorded beside Dynein cargo inh, whose call it bears; z-score; measured here: cytoplasmic GR-EGFP intensity; active compounds read high
Dynein cargo inh nuclear GR-EGFP: recorded beside Dynein cargo inh, whose call it bears; z-score; measured here: nuclear GR-EGFP intensity;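 lower value marks the stronger effect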
Dynein cargo inh cell count: recorded beside Dynein cargo inh, whose call it bears; z-score; measured here: cell count per field
Ins promoter up cell count: recorded beside Ins promoter up, whose call it bears; cell count; measured here: cytotoxicity, nuclei count;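 total cells summed across four imaged fields per well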
Lipid droplet cells 6.5 µM: also measured in Lipid droplet; calls as there; cell count; measured here: cell count, cytotoxicity flag;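 cells counted across two imaged fields per well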
bCat nuc transl cell count 5 µM: second read-out of bCat nuc transl, no call of its own (marks repeat the call); cell count; measured here: cell count, cytotoxicity flag
MT stabilizer Hoechst-high %: further read-out of MT stabilizer, marked with its call; % Hoechst-high responders; measured here: nuclear condensation Hoechst responders;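 share of cells brighter than vehicle mean plus two SD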
MT stabilizer cytotoxicity %: second read-out of MT stabilizer, no call of its own (marks repeat the call); toxicity, %; measured here: cytotoxicity by cell density;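 0% = mean cell density of plate MIN control wells and 100% = no cells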
Autophagy mod cell loss 18 h: second read-out of Autophagy mod, no call of its own (marks repeat the call); toxicity, %; measured here: cell loss, nuclei count;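 cell loss after 18 h compound exposure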
An asterisk follows results filed as active; i = inactive; . = not tested or not shown.

canonical_smiles	Dynein cargo inh	MT stabilizer Hoechst-high %	Autophagy mod	bCat nuc transl	Autophagy mod cell loss 18 h	WT yeast gro inh mutant strain	CSM14.1 death rescue	Lipid droplet	Ins promoter up	WT yeast gro inh	Dynein cargo inh cytoplasmic EGFP	Lipid droplet cells 6.5 µM	XIAP antagonists	Dynein cargo inh cell count	bCat nuc transl cell count 5 µM	MT stabilizer	Ins promoter up cell count	Dynein cargo inh nuclear GR-EGFP	MT stabilizer cytotoxicity %
CCOc1ccc(NC(=O)c2cccc3c2C(=O)N(CCOC)C3)cc1	-0.17	2.8	i	.	14	13	-0.5%	2	.	8	-0.26	800	-3.1%	1.2	.	3.0	.	-0.28	7.4
COc1ccc(NC(=O)CCN2C(=O)C3C4CCC(C4)C3C2=O)cc1 (stereo not drawn)	1.1	1.7	i	-1.5	7	-3	-1.3%	-5	0.35	3	-0.23	645	-12%	0.56	904	4.3	1249	0.67	5.1
O=C(NC1(C(F)(F)F)C(=O)Nc2c1c(=O)[nH]c(=O)n2Cc1ccco1)C1CCCCC1 (stereo not drawn)	-1.2	1.1	i	.	-1	-4	-1.2%	.	-0.02	3	0.51	.	-3.7%	0.94	.	1.4	907	-0.55	6.2
CCC(CC)C(=O)Nc1nnc(SCC(=O)N2CCN(c3ccccc3OC)CC2)s1	-1.2	4.2	i	-7.7	27	25	2.5%	.	-0.2	-2	-0.29	.	-2.2%	0.19	1074	3.7	866	-0.37	4.7
Cc1ccccc1Nc1c(-c2cccnc2)nc2cccc(C)n12	1.7	3.1	i	1.2	-5	6	-0.6%	11	.	18	-0.22	677	1.0%	-1.4	1085	3.4	.	0.91	6.3
COc1ccc(/C=C/C(=O)c2ccc(NC(=O)c3cccs3)cc2)cc1OC	0.22	2.4	i	-2.2	3	23	-3.4%	-6	-0.35	37	-0.074	626	-5.6%	-2	1133	7.1	1915	-0.0078	11
CCCN(CCC)c1nc(N(CCC)CCC)[nH]c(=O)n1	-0.44	1.1	i	-0.1	21	13	-6.3%	-9	-1.4	5	-0.29	696	-14%	0.24	1210	2.7	971	-0.032	5.5
CCOC(=O)c1ccc2nc(C)cc(Nc3cccc(C(=O)O)c3)c2c1	-0.92	3.7	i	1.2	6	-6	-0.6%	14	-0.1	1	1.5	745	-9.5%	0.7	578	3.8	1339	0.42	8.6
Cc1cccc2cc(COC(=O)C(C)(C)C)c(=O)[nH]c12	0.24	0.5	i	0.7	-4	8	.	-3	0.51	12	-0.3	665	-0.6%	0.066	1076	2.4	1096	0.089	35
COC(=O)c1[nH]c2cc(OC)ccc2c1N	-0.34	4.1	i	-0.5	4	10	-0.7%	.	.	-2	-0.28	.	-4.8%	0.14	1148	3.8	.	-0.12	6.1
COc1cccc(-c2cc(C(=O)Nc3ccc4c(c3)OCCO4)c3ccccc3n2)c1	-0.16	2.6	i	5.9	-27	3	-1.6%	-12	-4.9	7	-0.17	717	-3.1%	0.5	1075	3.4	519	0.42	3.7
COc1ccc(C(NC(=O)c2ccco2)c2ccc(OC)c(OC)c2)cc1 (stereo not drawn)	-0.41	1.4	i	.	-9	-1	-1.7%	0	1.9	12	-0.25	713	-8.2%	-0.46	.	1.1	1352	-0.14	3.8
CCCCC1CCC(C(=O)Nc2ccc(S(=O)(=O)Nc3nccs3)cc2)CC1 (stereo not drawn)	-0.47	1.9	i	-7.3	2	-24	-0.8%	-3	-0.38	27	-0.24	786	-6.5%	0.39	1226	4.8	929	-0.055	9.3
O=C1C2C3C=CC(C3)C2C(=O)N1CCCO (stereo not drawn)	0.14	0.6	i	-1.3	2	3	0.7%	-18	0.31	-9	-0.25	752	-2.8%	-0.66	1110	2.2	1164	0.55	46
Cc1ccc(-c2c(C)n([O-])c3c([n+]2=O)CCC3)o1	-0.23	2.0	.	-1.5	.	-10	-1.0%	.	0.74	-19	-0.21	.	-7.7%	0.066	1172	2.0	1216	0.19	6.5
Cc1ccc(C(=O)Nc2ccc(N3CCN(S(C)(=O)=O)CC3)cc2)cc1C	-0.58	1.2	i	0.2	10	6	2.4%	11	.	-3	-0.24	636	1.7%	1.2	1520	2.0	.	-0.51	4.1
CC1=CC(C)(C)N=C(NC#N)N1	1.9	2.7	i	0.0	12	-15	1.6%	-2	-0.42	-8	-0.27	742	-1.2%	0.44	1068	2.3	1284	1.1	15
O=C(OCc1nnc(-c2ccccc2)o1)C1CCN(S(=O)(=O)c2cccs2)CC1	1.5	3.7	i	-5.9	10	-1	1.3%	10	.	3	0.42	785	-0.2%	-2.4	1204	4.6	.	0.17	9.4
COC(=O)c1ccc(CSc2nnc3c(n2)[nH]c2ccccc23)cc1	0.98	.	.	-0.9	.	.	.	1	-0.08	.	-0.17	718	.	-0.5	1083	.	1444	0.33	.
CCN(C(=O)Nc1ccccc1)c1ccccc1	-0.6	2.0	i	.	18	-9	1.6%	-34	-1.1	1	-0.28	735	-0.4%	0.5	.	4.6	1084	-0.69	6.4
CC(C)(C)c1nc(Sc2ncccc2[N+](=O)[O-])n[nH]1	0.12	.	.	0.1	.	.	.	28	1.8	.	-0.22	704	.	-0.077	934	.	1344	-0.13	.
N#CCCN1CCN(C2=NC(=O)C(=C3CCCCC3)S2)CC1	0.33	3.8	i	-2.5	-7	22	0.4%	.	1.6	14	-0.28	.	0.1%	-0.59	814	7.5	1059	0.23	4.7
Cc1ccc(/C=N/NC(=O)CNC(=O)c2ccc(S(=O)(=O)N(C)C)cc2)o1	-1.2	2.5	i	-1.3	16	-14	.	1	-0.94	5	-0.15	714	4.0%	0.31	1164	1.3	1309	-0.6	11
COC(=O)c1nnn(-c2nonc2N)c1CSc1nc2ccccc2s1	-1.2	1.6	i	2.9	5	3	-2.7%	-28	0.86	9	-0.099	729	-5.7%	0.38	1102	1.7	1206	-0.39	2.7
Nn1c(SCc2cccc(Cl)c2)nnc1-c1ccncc1	-0.79	.	.	-1.4	.	.	.	2	0.18	.	-0.17	675	.	1.2	1381	.	1139	-0.44	.
Cn1c(=O)c2c(O)c(Cc3ccccc3)c(=O)n(C)c2n(C)c1=O	0.87	.	.	0.1	.	.	.	-20	-0.18	.	-0.23	714	.	0.38	1207	.	1032	0.95	.
CCOC(=O)c1sc2ncnc(N3CCN(CC)CC3)c2c1C	0.3	2.3	i	6.2	-3	5	-0.9%	-2	.	-7	-0.24	744	-2.8%	-0.33	559	2.3	.	-0.18	6.9
CNC(=O)n1cc(C)c(-c2cccs2)n1	0.44	.	.	1.0	.	.	.	-19	0.27	.	-0.2	724	.	0.19	1314	.	1151	0.22	.
COc1ccc(C(=O)c2ccc(OC)c3cccc(O)c23)cc1OC	-1	1.1	i	-2.2	2	-8	-0.2%	-8	0.86	-8	-0.17	781	-5.0%	0.59	1005	1.5	814	-0.32	0.8
O=S(=O)(c1ccc(N2CCCCCC2)nc1)N1CCCC1	-0.37	2.0	i	-2.4	18	-18	-0.2%	-2	-0.97	-2	-0.21	664	-5.2%	0.16	1055	5.7	1656	-0.18	0.1
Cc1ccc(NC(=S)N=Nc2c(O)n(C)c3ccc(S(=O)(=O)N4CCOCC4)cc23)cc1	0.069	2.0	i	-2.0	6	3	10%	-2	-1.6	50	-0.19	648	-1.5%	-0.5	1107	2.9	758	0.5	1.3
Cc1ccc(-n2c(SCC(=O)N3CCOCC3)nnc2-c2ccncc2)cc1	-0.014	2.9	i	-0.4	-5	24	0.5%	-15	0.22	10	-0.22	594	0.3%	1.3	1090	3.8	1909	-0.029	7.7
O=C(O)CCSc1nnc(-c2ccncc2)n1-c1ccccc1	-0.67	2.4	i	4.2	7	7	-2.9%	2	0	-6	-0.19	741	-1.3%	0.47	491	1.7	1358	-0.28	19
CCOC(=O)c1nnn(-c2nc(OC)nc(N(C)C)n2)c1-c1ccccc1	1.8	1.5	i	-3.4	1	-18	0.8%	.	-0.29	-16	-0.27	.	1.4%	-1.1	1008	9.7	1513	1.4	7.5
COc1ccccc1/C=C\C=N\n1c(C2CCCCC2)n[nH]c1=S	-0.42	1.1	i	-1.0	29	29*	-1.5%	.	0.38	70*	-0.17	.	-3.6%	0.052	1448	1.4	1566	-0.31	4.2
C/C(=N\NC(=O)c1ccc(Cl)c(Cl)c1)c1ccc(Br)s1	-0.9	2.9	i	-1.3	-2	8	3.3%	1	0.44	51	-0.29	587	-2.7%	0.64	1080	4.8	1509	-0.5	1.9
